SENP7 block – SENP7 protease inhibitors, primary screen, biochemical, luminescence, uHTS; AID 434973, 2010; inhibition, % at 5 µM; Sentrin-specific protease 7 (Homo sapiens), Q9BQF6; 1.5% of 330,000 active; recombinant SENP7, Z-RLRGG-aminoluciferin luminescence, 40 min;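 active = inhibition above about 50% at the single test dose, limit read from the data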;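 also: plate controls were DMSO with enzyme for no effect and no enzyme buffer wells for full effect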
Jurkat NFkB inh – inhibitors of induced NF-kB luciferase reporter, primary screen, TCR NF-kB activation inhibitor project, cell-based, luminescence, uHTS; Jurkat, PMA/ionomycin-induced NF-kB luciferase reporter; 0.53% of 330,000 active; AID 435003, 2010; inhibition, % at 4 µM
HKDC1 inhibitor – HKDC1 hexokinase inhibitors, primary screen, biochemical, fluorescence, uHTS; Q2TB90; recombinant HKDC1, G6PDH/diaphorase resazurin coupled fluorescence; inhibition, % at 20 µM; 0.16% of 340,000 active; AID 493160, 2011;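 active = inhibition above about 35% when tested at 20 µM, limit read from the data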;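 also: plate controls were DMSO wells with enzyme for no effect and DMSO wells lacking enzyme for full effect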
Target sequence (Q2TB90 whole entry, looked up): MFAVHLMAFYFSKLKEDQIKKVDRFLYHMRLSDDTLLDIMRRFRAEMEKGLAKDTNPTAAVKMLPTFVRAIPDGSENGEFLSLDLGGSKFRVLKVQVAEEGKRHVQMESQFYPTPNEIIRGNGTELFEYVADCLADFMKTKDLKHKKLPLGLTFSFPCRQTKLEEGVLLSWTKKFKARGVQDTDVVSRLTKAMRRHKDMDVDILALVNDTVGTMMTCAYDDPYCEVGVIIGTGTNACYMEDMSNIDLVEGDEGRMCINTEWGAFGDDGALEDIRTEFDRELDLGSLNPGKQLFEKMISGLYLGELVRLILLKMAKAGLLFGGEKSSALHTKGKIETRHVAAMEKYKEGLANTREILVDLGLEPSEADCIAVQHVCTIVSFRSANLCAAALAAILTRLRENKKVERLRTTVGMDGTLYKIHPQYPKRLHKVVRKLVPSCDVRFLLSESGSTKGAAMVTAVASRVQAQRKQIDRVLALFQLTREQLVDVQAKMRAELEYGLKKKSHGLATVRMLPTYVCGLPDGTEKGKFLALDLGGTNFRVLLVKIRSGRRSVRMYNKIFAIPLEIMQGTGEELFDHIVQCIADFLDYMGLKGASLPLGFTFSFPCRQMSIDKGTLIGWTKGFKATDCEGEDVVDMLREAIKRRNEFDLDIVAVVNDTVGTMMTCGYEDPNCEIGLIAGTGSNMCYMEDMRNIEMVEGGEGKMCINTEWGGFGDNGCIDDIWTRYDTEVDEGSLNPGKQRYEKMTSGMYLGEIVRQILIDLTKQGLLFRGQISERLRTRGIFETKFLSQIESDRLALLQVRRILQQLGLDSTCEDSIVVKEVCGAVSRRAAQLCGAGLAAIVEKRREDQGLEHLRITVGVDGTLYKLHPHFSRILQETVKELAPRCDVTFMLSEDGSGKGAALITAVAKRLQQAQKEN
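Test system: Recombinant HKDC1 (HK5) hexokinase enzyme, produced in-house | Input: HKDC1 at 5 µg/mL | Buffer or medium: Tris pH 8.0 buffer with MgCl2, Tween-20, BSA, BME | Schedule: 90 min reaction incubation at room temperature, dark | Technique: Resazurin-to-resorufin fluorescence via G6PDH and diaphorase coupling, 525/613 nm | Controls: DMSO wells with and without enzyme mix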
SENP8 block – SENP8 protease inhibitors, primary screen, biochemical, luminescence. Sentrin-specific protease 8 (Homo sapiens), Q96LD8. purified SENP8, Z-RLRGG-aminoluciferin cleavage. inhibition, % at 10 µM. 1.2% of 330,000 active. AID 2540, 2010
UBC13 polyUb – UBC13 polyubiquitin chain formation inhibitors, primary screen, biochemical, TR-FRET, uHTS; Ubiquitin-conjugating enzyme E2 N (Homo sapiens), P61088; 0.47% of 330,000 active; inhibition, % at 20 µM; AID 485273, 2010; in the data active = inhibition above about 45%, passing the limit was not always enough; inconclusive = no clear call, values can overlap the other calls
Apaf1 inhib – inhibitors of human Apaf-1 apoptosome, primary screen, biochemical, DEVD-Rh110 fluorescence, uHTS; inhibition, % at 20 µM; reconstituted apoptosome caspase-3 activity; Apoptotic protease-activating factor 1 (Homo sapiens), O14727; 0.71% of 330,000 active; active = inhibition of at least 40% at 20 µM;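 also: plate controls were DMSO wells for no effect and DEVD-CHO caspase inhibitor wells for full effect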
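System – cell-free apoptosome with Apaf-1, procaspase-3 and caspase-9 · Buffer or medium – pH 7.5 Hepes buffer with CHAPS, BSA, DTT · Also added – cytochrome c with DEVD-Rh110 · Times – 30 min compound preincubation, 50 min activation, room temperature · Technique – Rh110 fluorescence intensity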
697 NFkB inh – inhibitors of PMA/ionomycin-induced NF-kB reporter, 697 cells, primary screen, B-cell NF-kB inhibitor project, cell-based, luminescence, uHTS; 697 B-cell NF-kB luciferase reporter, 16 h; inhibition, % at 4 µM; 0.33% of 330,000 active; in the data active = inhibition above about 35%
Gli-Sufu antag – Gli-Sufu pathway antagonists, primary screen, luciferase luminescence, Sufu-KO-LIGHT cells, uHTS; Sufu-KO-LIGHT fibroblasts, Gli luciferase reporter luminescence; inhibition, % at 5 µM; 0.74% of 340,000 active; AID 588413, 2011;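 active = inhibition above about 55%, limit read from the data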;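 also: 0% = DMSO-treated cells and 100% = wells with medium but no cells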
Starred values were filed as active, the others as inactive; ? = inconclusive; · = no result given. Rule as the data show it, unless noted: active = inhibition above about 50%; inactive = the rest.

1) CCOC(=O)C1CCCN(C(=O)c2ccc3oc(CCc4ccccc4)nc3c2)C1 (configuration not stated)
2) COc1ccc(CN(C)C(=O)[C@H](Cc2ccccc2)NC(=O)c2ccco2)c(OC)c1
3) O=C(NC1CCCN(Cc2ccc(Cl)cc2)C1)c1cccc(F)c1 (configuration not stated)
4) Cc1occc1C(=O)NNC(=O)COc1ccc(Br)cc1Br
5) COc1ccc(C(C)(C)C)cc1NC(=O)c1cc(S(=O)(=O)N(C)C)ccc1N1CCCC1
6) CC1(C)Cc2c(C#N)c(OCC(=O)c3ccc(Cl)cc3)nc(-c3ccoc3)c2CO1
7) CNc1ccc(/C=C(\CCC(=O)O)c2nc3ccccc3s2)cc1[N+](=O)[O-]
8) CC1CCCC(C)N1c1nnc(NC(=O)Cn2c(=O)oc3ccccc32)s1 (configuration not stated)
9) O=C(CSc1nnc(-c2ccco2)o1)NCC(=O)c1ccccc1
10) CCOc1cc(C(N)=O)cc(Br)c1OC
compound no.,1,2,3,4,5,6,7,8,9,10
SENP7 block,-1,9,-10,-2,3,-4,5,1,8,1
Jurkat NFkB inh,-6,-16,3,-5,2,25,-17,-10,-2,6
HKDC1 inhibitor,7,-2,-1,-10,11,0,21,1,-15,-2
SENP8 block,-14,-9,0,-3,3,-2,0,-1,5,7
UBC13 polyUb,8,-2,7,1,5,9,-86,-4,1,10
Apaf1 inhib,13,-5,-8,0,17,11,15,25,-8,-28
697 NFkB inh,-18,12,-1,-1,5,-5,-12,-6,21,6
Gli-Sufu antag,-3,3,10,-10,11,11,30,1,2,2

An excerpt from above in order of their number in 697 NFkB inh, low to high.
cpd	SMILES	SENP7 block	Jurkat NFkB inh	HKDC1 inhibitor	UBC13 polyUb	697 NFkB inh
1	CCOC(=O)C1CCCN(C(=O)c2ccc3oc(CCc4ccccc4)nc3c2)C1 (configuration not stated)	-1	-6	7	8	-18
7	CNc1ccc(/C=C(\CCC(=O)O)c2nc3ccccc3s2)cc1[N+](=O)[O-]	5	-17	21	-86	-12
3	O=C(NC1CCCN(Cc2ccc(Cl)cc2)C1)c1cccc(F)c1 (configuration not stated)	-10	3	-1	7	-1
5	COc1ccc(C(C)(C)C)cc1NC(=O)c1cc(S(=O)(=O)N(C)C)ccc1N1CCCC1	3	2	11	5	5

The list goes on:
11) COc1ccccc1CNC(=O)COc1ccc(C)nc1[N+](=O)[O-]
12) COc1ccc2c(c1)CCc1c-2nc2ccccc2c1N1CCOCC1
13) COc1ccc(Cc2nn3c(Cn4nnc5ccccc54)nnc3s2)cc1
14) Cc1cc(C)cc(-n2ccnc2SCC(=O)Nc2ccc3c(c2)OCCO3)c1
15) CCN(CC)C(=O)CSc1ncnc2sccc12
16) Nn1c(SCC(=O)Nc2ccccc2F)nnc1-c1cccnc1
17) CCN(CCS(=O)(=O)c1ccc(Br)cc1)Cc1nc2ccccc2c(=O)[nH]1
18) CCOc1ccc(CN2CCN(Cc3cccn3-c3ncccn3)CC2CCO)cc1 (configuration not stated)
19) Cc1ccc(Cl)cc1NC(=S)N(C)N
20) COc1ccc(CC(=O)NNC(=O)c2ccc(Br)s2)cc1OC
compound no.,11,12,13,14,15,16,17,18,19,20
SENP7 block,0,16,-10,3,-7,-5,-10,0,-7,2
Jurkat NFkB inh,8,-55,-7,16,2,0,-18,18,-16,-2
HKDC1 inhibitor,-8,18,0,-3,0,-11,-3,-6,1,-5
SENP8 block,5,6,-8,-6,-6,-10,-14,-5,0,-20
UBC13 polyUb,-8,-10,-1,4,3,-7,3,11,4,-11
Apaf1 inhib,0,28,5,-1,-12,2,16,-11,-2,4
697 NFkB inh,-4,-36,-2,-11,14,-2,10,22,1,20
Gli-Sufu antag,1,11,0,-9,-13,6,-2,21,-1,15

21) CCOC(=O)c1ccc2[nH]c3c(c2c1)CCCC3C(=O)OCC (configuration not stated)
22) Cc1cccc(NCc2cc(Cl)cc(Cl)c2O)n1
23) CC(=O)Nc1ccc(S(=O)(=O)NCCc2ccc(F)cc2)cc1
24) COCC(C)n1c(C)cc(C(=O)Cn2nc(C(=O)O)c3ccccc3c2=O)c1C (configuration not stated)
25) CCC(C)(C)n1nnnc1C(c1cccs1)N1CCCCC1 (configuration not stated)
26) O=C(NNC(=O)c1ccccc1F)c1ccco1
27) CSC1=NCCN1C(=O)Cc1ccc(Cl)cc1
28) CCNC(=O)COC(=O)CCNC(=O)c1ccc(Cl)cc1
29) CCN(Cc1ccccc1)C(=O)COC(=O)c1n[nH]c2ccccc12
30) CC(C(=O)Nc1ccc(F)cc1Cl)N1CCN(S(=O)(=O)c2cccs2)CC1 (configuration not stated)
compound no.,21,22,23,24,25,26,27,28,29,30
SENP7 block,-2,4,-3,-12,9,5,5,-5,-2,8
Jurkat NFkB inh,1,5,3,-4,0,5,1,9,5,9
HKDC1 inhibitor,-2,1,-6,-3,-11,-7,-5,-8,-1,-4
SENP8 block,2,0,-6,-8,4,1,-3,-2,-2,6
UBC13 polyUb,6,23,13,-8,6,5,13,-12,8,12
Apaf1 inhib,12,-14,-11,6,5,-2,4,-12,5,7
697 NFkB inh,25,8,7,-7,2,21,9,2,26,25
Gli-Sufu antag,-16,-3,2,-4,5,-8,9,-3,1,15

31) Cc1csc(=O)n1CCC(=O)OCc1nnc(-c2ccccc2Cl)o1
32) O=C(CSc1ccc2c(c1)OCCO2)N1CCN(c2ccccc2)CC1
33) Cc1onc(-c2c(F)cccc2Cl)c1C(=O)OCC(=O)NCc1ccccc1
34) Fc1c(CSC(=S)N2CCOCC2)cccc1CSC(=S)N1CCOCC1
35) O=C(Nc1ccccc1C(=O)Nc1nnc(C(F)(F)F)s1)c1ccccc1
36) COc1ccccc1C(=O)Nc1ccc2c(c1)CCCN2C(=O)c1cccs1
37) Cc1ccc(S(=O)(=O)N2CCCC2)s1
38) CCN1CCN(C(c2cccs2)C(C)NC(=O)C(=O)N2CCCCC2)CC1 (configuration not stated)
39) CSc1nc2ccc(NC(=O)c3ccc(=O)[nH]c3)cc2s1
40) O=C1N[C@H](Cc2ccccc2)COC(=O)[C@H](Cc2ccc(F)cc2)CC/C=C/C[C@H]1CC(=O)N(CCO)Cc1ccccc1
compound no.,31,32,33,34,35,36,37,38,39,40
SENP7 block,2,10,1,4,-6,55*,-2,12,6,1
Jurkat NFkB inh,8,-14,5,14,-3,-12,2,-2,-14,4
HKDC1 inhibitor,-3,-3,-5,-3,6,1,-1,-7,-3,4
SENP8 block,-1,-9,-7,2,-9,47,-2,-2,-8,3
UBC13 polyUb,7,6,-1,-4,-3,-4,2,-2,-7,8
Apaf1 inhib,-8,5,-3,8,1,14,-1,-6,5,30
697 NFkB inh,1,2,10,-6,96*,-13,1,-4,-4,14
Gli-Sufu antag,17,2,-7,-7,76*,-15,-16,-4,2,-1

41) CCCCC(=O)Nc1sc2c(c1C#N)CC(C)(C)OC2
42) Cc1ccc(-c2cc(C(=O)Nc3c(C)n(C)n(-c4ccccc4)c3=O)[nH]n2)c(O)c1
43) CN(C)c1cccc(C(=O)N2CCC(n3nccc3NC(=O)C3CCOC3)CC2)c1 (configuration not stated)
44) COc1ccc(CNCC(=O)Nc2cc(OC)cc(OC)c2)cc1
45) COc1ccc(Br)cc1CN(C)CC(=O)Nc1cccc(S(=O)(=O)N2CCCC2)c1
46) CS(=O)(=O)Oc1ccc(Br)c2cccnc12
47) Cc1c(Cl)cccc1NC(=S)NCCC(C)C
48) COc1cccc(NC(=O)CN(C)C(=O)c2cc3c(s2)CCC3)c1
49) Cc1ccc(-n2c(=S)[nH]c3c(oc4ccccc43)c2=O)cc1C
50) CCOc1ccc(N(CC(=O)NCCSCc2ccc(Cl)cc2)S(C)(=O)=O)cc1
compound no.,41,42,43,44,45,46,47,48,49,50
SENP7 block,-1,7,10,-6,9,-6,5,-2,-9,-10
Jurkat NFkB inh,-90,15,10,-73,-10,-13,13,13,-7,-6
HKDC1 inhibitor,-7,-2,-1,-1,12,-4,4,3,-6,-4
SENP8 block,-7,1,-6,5,6,-9,1,3,-10,-4
UBC13 polyUb,-9,2,-6,3,8,-8,3,-8,?,6
Apaf1 inhib,8,-5,-6,3,18,3,13,15,-1,24
697 NFkB inh,-133,-1,-29,-26,4,14,14,-4,-35,-1
Gli-Sufu antag,-75,2,-4,3,8,-4,1,-19,3,-3

Given as tab-separated lines: entries from further up.
#	compound	SENP7 block	Jurkat NFkB inh	HKDC1 inhibitor	SENP8 block	UBC13 polyUb	Apaf1 inhib	697 NFkB inh	Gli-Sufu antag
11	COc1ccccc1CNC(=O)COc1ccc(C)nc1[N+](=O)[O-]	0	8	-8	5	-8	0	-4	1
12	COc1ccc2c(c1)CCc1c-2nc2ccccc2c1N1CCOCC1	16	-55	18	6	-10	28	-36	11
13	COc1ccc(Cc2nn3c(Cn4nnc5ccccc54)nnc3s2)cc1	-10	-7	0	-8	-1	5	-2	0
14	Cc1cc(C)cc(-n2ccnc2SCC(=O)Nc2ccc3c(c2)OCCO3)c1	3	16	-3	-6	4	-1	-11	-9

(next part)
51) COc1ccc2cnn(-c3ccccc3C)c(=O)c2c1OC
52) C=CCn1c(C)nc2c(cnn2-c2ccccc2)c1=O
53) CCCCNC(=O)c1ccccc1NC(=O)C1=C(C)OCCS1
54) COc1ccc(C(=O)C2CCCN(Cc3cccn3-c3ccccn3)C2)c(OC)c1 (configuration not stated)
55) CCOC(=O)c1ccccc1NC(=O)Cc1sc(-c2cccnc2)nc1-c1ccc(C)cc1
56) Cc1nc2cc(NC(=O)N3CCC(c4ccccc4)C3)ccc2n1C (configuration not stated)
compound no.,51,52,53,54,55,56
SENP7 block,0,-1,-3,2,-8,10
Jurkat NFkB inh,-7,-6,-15,17,-5,-7
HKDC1 inhibitor,-9,4,1,-13,·,-7
SENP8 block,-4,-3,-4,2,-12,1
UBC13 polyUb,-2,-3,6,0,-12,-1
Apaf1 inhib,-8,-9,0,-3,20,-19
697 NFkB inh,6,-26,8,-28,-21,-44
Gli-Sufu antag,-3,-12,9,36,·,-23

Screens as filed in PubChem.
